IkB sig inh: IkB Signaling | 0.04% of 110,000 active | ABC-DLBCL IkBa-CBG/CBR dual luciferase ratio, 4 h; response scale: scaled: untreated 0%, proteasome inhibitor 100% | AID 445, 2006 | Potency, µM (titrated, usually from 57.1 µM), without a hit: at the top dose IkBa stabilization activation; active = well fitted curve in the direction sought with a large enough effect in the signal ratio, not every such curve was filed as active; inconclusive = small, poorly fitted or top-dose-only effect, or a change in a side signal; the % refers to the signal ratio;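 also: the direction sought is a rising ratio; 0% = basal untreated cells and 100% = reference inhibitor full response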
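In this assay, an IκBα–CBG68 fusion accumulates when IKK-driven degradation is blocked; native CBR normalizes for cell number. OCI-Ly3 cells were treated 4 h with compound and doxycycline, then green and red light read after Chroma-Glo addition.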
Peg3 imprint: qHTS Assay for Compounds that Induce Erasure of Genomic Imprints. mouse ES Peg3-LacZ reporter, beta-gal luminescence, 40 h. Potency, µM (top dose mostly 60.7 µM), inactives show at the top dose activity change, positive = activation, hits mostly activators. 0.02% of 110,000 active. AID 1948, 2009;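 also: 0% = negative control wells on the plate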
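Readout: BetaGlo luminescence (5 min, room temp) for LacZ from the normally silent maternal Peg3 allele in female Peg3LacZ-Neo ES cells. Cells 300/well, 40 h, 37C, 5% CO2. Data normalized per plate to negative controls.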
p53ts 32C tox: qHTS Screen for Compounds that Selectively Target Cancer Cells with p53 Mutations: Cytotoxicity of p53ts Cells at the Permissive Temperature | H1299-p53A138V at 32C, ATP luminescence viability, 24 h | Potency, µM (series often up to 46.1 µM), inactives show top-dose activity change, negative = cytotoxicity, hits mostly cytotoxic | 0.93% of 130,000 active;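 also: 0% = DMSO and -100% = full killing by reference compound; nearly all actives have a fitted effect of over 55% in size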
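Viability by ATPlite luminescence after 24 h compound treatment (up to 46 uM) at the permissive 32C. Cells are H1299 carrying p53 A138V. Scale runs from DMSO basal to 100 uM tamoxifen as full kill; AC50 from Hill fits.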
p53ts 39C kill: qHTS Screen for Compounds that Selectively Target Cancer Cells with p53 Mutations: Cytotoxicity of p53ts Cells at the Nonpermissive Temperature; H1299-p53A138V viability at 39C, ATP luminescence, 24 h; Potency, µM (doses to about 46.1 µM), for the others: at the top dose activity change, negative = cell killing, usual class: cytotoxic; 1.5% of 130,000 active; also: nearly all actives have a fitted effect of over 55% in size
* = called active by the depositor; ? = inconclusive; nt = no result given; & = joins results of further samples; [ ] = dose if it differs, or a comment. Unless noted, calls follow the shape of the dose curve; as a rule, active = well fitted curve in the direction sought with a large enough effect; inconclusive = small, poorly fitted or top-dose-only effect, or another doubt; inactive = no such curve, though single readings can be large; an effect the other way counts as inactive or inconclusive. Unless noted, % is scaled to controls: 0 for no effect and ±100 for the full control effect; potency is read from the fitted curve at half-maximal effect. This is a random part of the collection. About 1.7% of those tested had a hit in this group.

Fields: IkB sig inh, Peg3 imprint, p53ts 32C tox, p53ts 39C kill
#1 CCCN1C(=O)c2[nH]nc(-c3cccc(OC)c3)c2C1c1ccccn1 (stereo unspecified)
  3.3%, 7%[10.9 µM], 2%, 4%
#2 Cc1ccc(CN2CCN(C3CCN(C(=O)Nc4ccc(C)cc4Cl)CC3)C(=O)C2=O)cc1
  -1.8%, -7%[10.9 µM], 11%, -22%
#3 CCOc1ccc(NC(=O)NCCN2CCN(c3cccc(C)c3C)CC2)cc1
  ?, -11%[10.9 µM], 3%, -24%
#4 CCn1c(=O)cc(OCC(=O)NCC2CCCO2)c2ccccc21 (stereo unspecified)
  2.8%, -10%, -12%, -9%
#5 O=C(O)c1ccc(CSc2nc3ccccc3o2)cc1
  ?, -87%[inhibitor], -13%, -19%
#6 Clc1ccccc1-c1nc(-n2ccnc2)c2ccccc2n1
  0.2%[11.4 µM], -20%, 14%, 74%[activator]
#7 O=C(CSc1ncn[nH]1)NCCOc1ccccc1
  0.6%, -6%, 7%, 10%
#8 Cc1cccc(NC(=O)CSc2nc3n[nH]c(C)c3c(=N)n2-c2cccc(Cl)c2)c1
  ?, 15%[10.9 µM], 9%, -20%
#9 CCN(C(C)=O)c1nc(CSc2nnc(NC(C)C)s2)cs1
  -1.7%, -20%, 0%, -7%
#10 CCOC(=O)C(Cc1ccccc1)NC(=O)CNC(C)=O (stereo unspecified)
  1.6%, nt, -11%, 5%
#11 Cc1ccc(S(=O)(=O)N2CCC(C(=O)Nc3ccc(C)c(Cl)c3)CC2)cc1
  ?, -16%[10.9 µM], 5%, -14%
#12 C=CCOC(=O)C1=C(C)N=C2SCCC(=O)N2C1c1cccs1 (stereo unspecified)
  1.1%, 11%, 14%, 7%
#13 COc1cc(OC)cc(-c2cc(NC(C)=O)n[nH]2)c1
  -3.0%, -24%, 3%, -1%
#14 COc1ccc(OC)c(C(=O)c2ccccc2)c1
  nt, nt, 1%, 5%
#15 COc1ccc(OC)c(S(N)(=O)=O)c1
  0.0%, -8%, 7%, 6%
#16 CC(=O)c1cc2c(=O)c3cc(C)ccc3oc2nc1C
  -4.5%, -71%[inhibitor], -8%, 8%
#17 Cc1nc2cc(NC(=O)Nc3ccc(N4CCOCC4)cc3)ccc2n1C
  -2.8%, -12%, 8%, 21%
#18 CCN(CC)CCNC(=O)Cn1ncc2c3ccccc3n(Cc3ccccc3C)c2c1=O
  ?, -6%[10.9 µM], -6%, -17%
#19 CN(Cc1ccccc1)C(=O)CNC(=O)Cn1cnc2ccccc2c1=O
  -1.4%, 0%, 0%, 4%
#20 CC(C)CCN1CCNC(=O)C1CC(=O)Nc1ccc(F)cc1 (stereo unspecified)
  0.8%, 11%, 0%, 9%
#21 CCc1ccc(S(=O)(=O)c2c[nH]c3cc(OC)c(OC)cc3c2=O)cc1
  0.0%, -11%[10.9 µM], 4%, -17%
#22 COc1ccc(N2CCN(CCNC(=O)CCN3C(=O)COc4ccccc43)CC2)cc1
  1.4%, -12%, -1%, -1%
#23 CCOC(=O)C1CCN(C(=O)c2ccc(Cl)c(Cl)c2)CC1
  2.3%, -19%, 9%, -1%
#24 CCOCCCn1c(=N)c(C(=O)NC(C)c2ccccc2)cc2c(=O)n3cc(C)ccc3nc21 (stereo unspecified)
  -1.1%, -10%[10.9 µM], -7%, -1%
#25 COc1ccc(CNc2n[nH]c(-c3ccco3)n2)cc1OC
  0.6%, -11%[10.9 µM], -11%, -5%
#26 Cn1nc(-c2ccccc2F)c2cc(C(=O)NCc3ccc(Cl)cc3)sc21
  3.5%, -15%[10.9 µM], 8%, -10%
#27 O=C(CSc1nc2c([nH]c3ccccc32)c(=O)n1-c1ccccc1)Nc1ccccc1C(F)(F)F
  -0.5%, -2%[10.9 µM], -4%, ?
#28 O=C1CCc2cc(S(=O)(=O)N3CCN(Cc4ccc5c(c4)OCO5)CC3)ccc2N1
  4.5%, -17%, 0%, -8%
#29 Cc1cccc(NC(=O)CSc2ncc3c(n2)-c2ccccc2N(Cc2ccc(F)cc2)S3(=O)=O)c1C
  2.5%, -15%[10.9 µM], -9%, 10%
#30 O=C(c1ccc(Br)o1)N1CCN=C1SCc1cccc(F)c1
  -1.6%, -17%, -3%, -1%
#31 O=C(Cn1c(=O)n(Cc2ccc(F)cc2)c(=O)c2sc3ccccc3c21)NCc1ccccc1Cl
  2.3%, -3%[10.9 µM], 12%, 15%
#32 Cc1cccc(CCNC(=O)CCc2c(C)nc3c(c(C)nn3-c3ccccc3)c2C)c1
  ?, -11%[10.9 µM], -7%, -14%
#33 COc1ccc(CNC(=O)Cn2cccc2C(=O)c2ccccc2C)cc1
  ?, 5%[10.9 µM], 6%, -3%
#34 CNC(=O)c1cc2c(=O)n3cccc(C)c3nc2n1C
  -0.3%, 0%, 0%, -7%
#35 COc1ccc(-c2noc(CC(=O)Nc3ccc(F)cc3F)n2)cc1
  -1.8%, -24%[10.9 µM], -9%, -11%
#36 COc1ccc(NC(=O)c2csc3c2CCCCC3)cc1
  -2.1%, -4%[10.9 µM], ?, -16%
#37 CCN(c1ccccc1)S(=O)(=O)c1ccc(Cl)c(NC(=O)CSc2n[nH]c(N)n2)c1
  nt, nt, -3%, 3%
#38 O=C(COC(=O)C1CC(=O)N(Cc2ccccc2)C1)Nc1ccc2c(c1)OCO2 (stereo unspecified)
  -0.3%, -1%, 2%, 0%
#39 Cc1ccc2[nH]c3c(=O)n(CC(=O)N4CCCCC4)ncc3c2c1
  -3.9%, 7%[10.9 µM], 2%, -3%
#40 O=C(Nc1ccc(CN2CCOCC2)cc1)c1cc2ccccc2oc1=O
  -0.2%, -1%, 0%, 4%
#41 COc1ccc(Cn2c(CCC(=O)Nc3ccc(C)cc3)nc3cccnc32)cc1
  -0.2%, -14%[10.9 µM], 7%, -26%
#42 COc1ccccc1NC(=O)C(C)NS(=O)(=O)c1ccc(F)cc1 (stereo unspecified)
  5.0%, -3%, 1%, 11%
#43 Clc1ccccc1-c1ccc2ncnc(NC3CCNCC3)c2c1
  2.3%[11.4 µM], -33%[inhibitor], 1%, -17%
#44 CCn1c(CNc2nc(-c3ccccc3)cs2)nnc1SCC(=O)NCc1ccco1
  -0.4%, -4%, -3%, -9%
#45 CCOC(=O)N1CCN(C(=O)c2c(C)nn(-c3cccc(C)c3)c2-n2cccc2)CC1
  ?, -8%[10.9 µM], 11%, -16%
#46 O=C(NCCC1=CCCCC1)c1ccc2c(c1)N(Cc1ccccc1F)C(=O)c1ccccc1S2(=O)=O
  -1.4%, -9%[10.9 µM], 18%, -22%
#47 COc1ccc(-n2c(=O)c(C)nc3cnc(Oc4cccc(Cl)c4)nc32)cc1
  0.0%[11.4 µM], nt, -9%, -10%
#48 CCN(CC)CCCn1c(=S)[nH]c2ccc(Cl)cc2c1=O
  -1.3%, -1%, -4%, 1%
#49 COCCn1c(=O)c(-c2ccc(OC)cc2)nc2cnc(Nc3cccc(OC)c3)nc21
  1.7%[11.4 µM], nt, -4%, -7%
#50 CC(=O)c1c(NCCc2ccccc2)cc(C)oc1=O
  -0.6%, -8%, 8%, 4%
#51 CC1CN(C(=O)CSc2ncnc3sccc23)CC(C)O1 (stereo unspecified)
  1.8%, -13%, 2%, 6%
#52 CCN(CC)CCNC(=O)c1[nH]c2ccccc2c1Sc1ccc(Cl)cc1
  ?, -2%[10.9 µM], -8%, -15%
#53 Cc1ccc(NC(=O)CCc2c(C)nc3ncnn3c2C)cc1Cl
  -0.7%, -16%[10.9 µM], 6%, -3%
#54 Cc1oc(-c2ccc(C(=O)NCc3ccccc3)cc2)nc1CS(=O)(=O)c1ccccc1
  -1.3%, 11%[10.9 µM], -6%, -8%
#55 O=C(CSc1nc(=O)[nH]c2c1CCCC2)Nc1ccccc1C(F)(F)F
  3.7%, -2%[10.9 µM], 10%, 23%
#56 O=C1CC(c2ccc(F)cc2)Cc2nc(N3CCc4ccccc43)ncc21 (stereo unspecified)
  2.3%, -4%, -3%, 19%
#57 Cc1ccccc1-c1cncnc1Nc1ccc(F)cc1
  3.7%[11.4 µM], -1%, -1%, -4%
#58 Cc1cc(C)c(C)c(OCC(=O)Nc2ccc(S(=O)(=O)Nc3nc(C)cc(C)n3)cc2)c1
  ?, -4%[10.9 µM], -14%, -20%
#59 S=C(c1cccs1)N1CCCC1
  0.5%, -8%, -5%, 2%
#60 COc1ccccc1OCC(=O)NCc1ccco1
  14%, 5%, 2%, 1%

Complete entries from above. Screens in order: IkB sig inh	Peg3 imprint	p53ts 32C tox	p53ts 39C kill
Listed for COCCn1c(=O)c(-c2ccc(OC)cc2)nc2cnc(Nc3cccc(OC)c3)nc21 : 1.7%[11.4 µM]	nt	-4%	-7%
Listed for CC(=O)c1c(NCCc2ccccc2)cc(C)oc1=O : -0.6%	-8%	8%	4%

Next results follow:
Fields: IkB sig inh, Peg3 imprint, p53ts 32C tox, p53ts 39C kill
#61 CCCCN(CC)CCCNC(=O)CC1Nc2ccccc2NC1=O (stereo unspecified)
  -0.1%, -11%, 8%, -12%
#62 CN[C@@H]1[C@H](O[C@@H]2O[C@H](CO)[C@@H](N)[C@H](O)[C@@H]2O)O[C@H]2C[C@@H](N)[C@@H](O[C@H]3[C@@H](O)[C@H](O)[C@H](N)C[C@@H]3N)O[C@H]2[C@H]1O
  3.4%[25.6 µM], -7%[16.8 µM], -4%[20.6 µM], 8%[20.6 µM]
#63 CN1CCN(CCCNN)CC1
  0.4%[11.4 µM], -6%[10.9 µM], 1%[9.22 µM], 5%[9.22 µM]
#64 Cn1c(=O)cc(SCC(=O)N2CCN(C(=O)c3ccco3)CC2)c2ccccc21
  2.8%, -11%, -12%, 3%
#65 O=C(CC1Sc2ncnn2C1=O)Nc1ccc(Br)cc1 (stereo unspecified)
  ?, -44%[inhibitor], ?, -4%
#66 Cc1noc(/C=C/c2ccccc2F)c1S(=O)(=O)N1CCC(C(=O)Nc2ccc(C#N)cc2)CC1
  2.6%, -9%[10.9 µM], 16%, -3%
#67 CC1=C(C#N)C(NC(=O)c2ccccc2Cl)(C(F)(F)F)C(=O)N1 (stereo unspecified)
  0.9%, 15%[10.9 µM], -5%&11%, 38%&3%[activator]
#68 Cc1cc(OCC(=O)N2CCOCC2)c(C(C)C)cc1Cl
  1.8%, 7%, -2%, 16%
#69 Brc1ccc2nc(-c3ccccc3)c(Nc3ccc4c(c3)OCO4)n2c1
  -3.3%, -7%[10.9 µM], 10%, 6%
#70 CCOC(=O)c1c(C)c(-c2ccccc2)n(CC(=O)NC2CCCCC2)c1C
  0.7%, 20%[10.9 µM], 7%, -15%
#71 CCc1nn(CC(=O)NCc2ccccc2Cl)c(=O)c2cccn12
  ?, -19%[10.9 µM], -11%, ?
#72 COc1ccc(-c2nc(CNC(=O)NC3CCCCC3)c(C)o2)c(OC)c1
  ?, -5%[10.9 µM], 11%, -7%
#73 CC(C)c1cc(-c2nc(-c3ccc(Br)cc3)no2)n[nH]1
  ?, -12%[10.9 µM], -8%, -12%
#74 O=C(NCC1CCCO1)c1cc(-c2ccccc2)on1 (stereo unspecified)
  6.5%, 4%, 6%, 5%
#75 Cc1ccccc1CN1C(=O)c2ccccc2Sc2ccc(C(=O)NC3CCCCC3)cc21
  -0.2%, -17%[10.9 µM], 19%, -11%
#76 CC(NC(=O)C1CCN(S(=O)(=O)c2ccc3nc4c(c(C(=O)O)c3c2)CCCC4)CC1)c1ccccc1 (stereo unspecified)
  -1.3%, 12%[10.9 µM], -2%, 5%
#77 Cc1ccc(-c2nc3cc(C)ccc3o2)cc1
  ?, -31%[inhibitor], 10µM*, ?
#78 O=C(COc1ccc(S(=O)(=O)N2CCCCC2)cc1)NCc1ccncc1
  0.0%, -5%, -9%, 0%
#79 COc1ccc(OC)c(C2C(C#N)=C(N)Oc3c2c(C)nn3-c2cccc(Cl)c2)c1 (stereo unspecified)
  ?, -15%, 37%[activator], 15%
#80 O=C(CN1C(=O)C2(OCCO2)c2ccccc21)c1ccc(Cl)cc1
  nt, nt, 4%, -4%
#81 COC(=O)c1cnc(N2CCN(c3ccccc3F)CC2)c2ccccc12
  ?, -3%[10.9 µM], -6%, 6%

Source: PubChem BioAssay
